ATXN viability: Viability Counterscreen for Primary qHTS for Inhibitors of ATXN expression | S2 cells (HEK-293 line with an ATXN2-luciferase reporter) viability, CellTiter-Fluor protease fluorescence, 24 h | Potency, µM (highest dose often 56.7 µM), hits mostly cytotoxic | hit rate 0.49% among 400,000 | AID 651635, 2014; further: potency means the concentration at half of the fitted maximal effect; nearly all actives have a fitted effect of over 40% in size
A549 tox: Nrf2 qHTS screen for inhibitors: counterscreen for cytotoxicity | hit rate 0.16% among 390,000 | Potency, µM (series often up to 46 µM), without a hit: at the highest dose activity change, negative = cytotoxicity, most hits filed as inhibitors | AID 504648, 2011 | A549 ARE-Fluc cells, CellTiter-Fluor viability, 18-24 h; further: potency means the concentration at half of the fitted maximal effect; on the % scale 0 is the no-effect control and ±100 the full control effect
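A549 ARE_Fluc cells in 5% FBS OPTI-MEM were exposed to compounds in concentration-response for 18-24 h at 37 deg C. Viability was read by CellTiter-Fluor fluorescence (Ex 405/Em 525) after 30 min, before the luciferase read.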
IL-1B inflam inh: qHTS for Inhibitors of Inflammasome Signaling: IL-1-beta AlphaLISA Primary Screen | THP-1 LPS/ATP IL-1B secretion, AlphaLISA, 16 h; stronger effect = lower value | activity change, % at 57.5 µM | hit rate 4.7% among 360,000; in the data active means activity change below about -50%; inconclusive means mostly about -30% to -49%; further: on the % scale 0 is the no-effect control and ±100 the full control effect
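Secreted IL-1B measured by AlphaLISA bead assay after 16 h compound exposure of THP-1 cells; compounds (final up to 57.5 uM) added 1 h before LPS (250 ng/mL) and ATP (1.25 mM) stimulation; lower signal means less secretion.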
HepG2 viability: qHTS for Inhibitors of TGF-b: Cytotox Counterscreen. HepG2 CAGA-GFP viability, ATP luminescence, 18 h. Potency, µM (highest dose often 46.1 µM), for inactives: top-dose activity change, negative = cytotoxicity, actives largely listed as cytotoxic. hit rate 0.76% among 410,000. AID 588856, 2011; further: potency means the concentration at half of the fitted maximal effect; some results filed as inactive show a strong effect at the top dose
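HepG2 CAGA-GFP cells (1000/well, DMEM with 1% FBS) received compound, then TGF-beta at 500 pg/mL final, and were incubated 18 hours at 37 degrees C. Viability was read by CellTiter-Glo luminescence. Media-only wells were set as complete cell-killing and DMSO as no toxicity.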
ATXN2 expr inh: Primary qHTS for Inhibitors of ATXN expression; HEK-293 ATXN2-luciferase reporter, luminescence, 24 h; Potency, µM (doses to about 57 µM), without a hit: at the top dose activity change, negative = inhibition, actives largely listed as inhibitors; hit rate 0.72% among 360,000; further: potency means the concentration at half of the fitted maximal effect; on the % scale 0 is the no-effect control and ±100 the full control effect; nearly all actives have a fitted effect of over 55% in size
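ATXN2-luciferase reporter cells (luciferase flanked by upstream and downstream ATXN2 gene portions) were treated 24 h at 37 °C with compounds at up to 57 uM. SteadyGlo luminescence gave expression; GF-AFC fluorescence gave viability.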
TGFb SMAD3 inh: qHTS for Inhibitors of TGF-b; HepG2 CAGA-GFP TGF-b/SMAD3 reporter, GFP fluorescence, 18 h; TGF-beta stimulated, 500 pg/mL final; Potency, µM (top dose mostly 46.1 µM), for the others: at the highest dose activity, negative = inhibition, usual class: inhibitors; hit rate 1.2% among 410,000; AID 588855, 2011; further: potency means the concentration at half of the fitted maximal effect; on the % scale 0 is the no-effect control and ±100 the full control effect; nearly all actives have a fitted effect of over 65% in size
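Per well, imaged GFP fluorescence of HEPG2 CAGA-GFP cells gives the signal; cells get compound, then TGF-beta (500 pg/mL final), 18 h at 37 degrees C; %Activity versus -TGF-beta and +DMSO controls.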
MCF10A rereplic: A quantitative high throughput screen for small molecules that induce DNA re-replication in MCF 10a normal breast cells; MCF 10A DNA re-replication, Hoechst nuclear intensity, 48 h; Potency, µM (series often up to 46.1 µM), inactives show at the highest dose activity, positive = re-replication, hits mostly activators; hit rate 2.9% among 350,000; further: potency means the concentration at half of the fitted maximal effect; % of control where 0% means no effect; nearly all actives have a fitted effect of over 50% in size
Nrf2 block: Nrf2 qHTS screen for inhibitors | hit rate 2.1% among 360,000 | A549 ARE-Fluc reporter, luciferase luminescence, 18-24 h | AID 504444, 2011 | Potency, µM (highest dose often 46 µM), without a hit: at the top dose activity change, negative = inhibition, hits mostly inhibitors; further: potency means the concentration at half of the fitted maximal effect; on the % scale 0 is the no-effect control and ±100 the full control effect; nearly all actives have a fitted effect of over 60% in size
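A549 ARE_Fluc cells, 5000/well, 5% FBS OPTI-MEM; compounds in dose-response, 18-24 h at 37 °C/5% CO2; CellTiter-Fluor viability read (Ex 405/Em 525), then BugLite luciferase luminescence = Nrf2 activity.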
Nrf2 activator: qHTS of Nrf2 Activators; AID 624171, 2012; Potency, µM (series often up to 46.1 µM), for inactives: at the highest dose activation, hits mostly activators; AREc32 ARE-luciferase reporter (MCF7-derived line), luminescence, 24 h; hit rate 0.31% among 410,000; further: potency means the concentration at half of the fitted maximal effect; % of control where 0% means no effect; nearly all actives have a fitted effect of over 65% in size
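Reporter line AREc32 (ARE-Fluc), seeded overnight in OPTI-MEM with 5% FBS; compound pin-transferred, 24 hr at 37 deg C, 5% CO2; luminescent read-out.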
* = called active by the depositor; i = inactive; u = inconclusive; x = not tested or not shown; & = joins results of further samples; [ ] = dose if it differs, or a comment. Unless noted, the call rests on the fitted dose curve; in most records, active means well fitted curve in the direction sought with a large enough effect; inconclusive means small, poorly fitted or top-dose-only effect, or another doubt; inactive means no such curve, though single readings can be large; an effect the other way counts as inactive or inconclusive.

Values run as follows: A549 tox | TGFb SMAD3 inh | HepG2 viability | MCF10A rereplic | Nrf2 activator | ATXN viability | Nrf2 block | ATXN2 expr inh | IL-1B inflam inh
CCC(C)(NC(=O)c1ccccn1)C(=O)NC1CCCC1 (stereo unspecified)
→ 5% | 0% | 14% | -2% | -0.7% | i | 5% | -11% | 8
O=C(CN1CCOCC1)NCCc1ccccc1
→ -6% | 6% | 39% | -3% | 0.1% | i | 3% | 17% | 4
COc1ccc2c(/C=N/NS(=O)(=O)c3ccc(C)cc3)c[nH]c2c1
→ 2% | 5% | 4% | 1% | 5.6% | i | -5% | 12% | -3
Cc1c(CCC(=O)O)c(=O)oc2c(C)c3occ(-c4ccc(Cl)cc4)c3cc12
→ -7% | -2% | -3% | -5% | -0.3% | x | u | 8% | 8
COc1ccc(CN(Cc2ccc(C(=O)O)cc2)C(=S)Nc2cc(C)cc(C)c2)cc1OC
→ 3% | 12% | 13% | 3% | -0.2% | i | 0% | x | 18
CCOC(=O)CN1C(=O)S/C(=C/c2ccc(C)o2)C1=O
→ -16% | 16% | -8% | 0% | 9.1% | i | -1% | -3% | -16
Cc1ccc(C(=O)NNC(=O)CSc2nnc3ccccn23)cc1
→ -3% | 6% | -3% | 6% | 2.6% | i | 1% | -2% | -1
CCC(=O)Nc1sc(C(=O)N2CCCCC2)c(C)c1C#N
→ -3% | -9% | 2% | 0% | -0.4% | i | 3% | -11% | 8
CC(=O)Nc1ccc(NC(=O)c2nccnc2C(=O)O)cn1
→ -6% | 0% | -1% | 0% | -1.1% | i | -3% | x | 18
Cc1ccc(S(=O)(=O)/N=C(/c2ccccc2)N2CCOCC2)cc1
→ 10% | u | 10% | -9% | 0.2% | i | 6% | 13% | 7
COc1ccc(C(=O)OCC(=O)N2CCCCCC2)cc1S(=O)(=O)N1CCOCC1
→ 0% | 1% | 0% | -1% | -0.8% | i | 3% | -11% | 12
O=[N+]([O-])c1ccccc1N(S(=O)(=O)c1ccccc1)S(=O)(=O)c1ccccc1
→ 7% | 7% | -16% | 0% | 0.1% | i | 2% | -2% | 12
O=[N+]([O-])c1ccc(-c2nn(-c3ccccc3)cc2/C=N/n2c(-c3ccncc3)n[nH]c2=S)cc1
→ 1% | 6% | -39% | u | -0.6% | i | u | 1% | 17
OC(CN1c2ccccc2Sc2ccccc21)Cn1nnc2ccccc21 (stereo unspecified)
→ -29% | 0% | 18µM* | u | 3.9% | u | -27% | -11% | u
CCOC(=O)CCCNC(=O)COC(=O)c1cc2ccccc2cc1O
→ 7% | -2% | 0% | 4% | 3.8% | i | 4% | 2% | 14
CN1N=C(C(=O)N2CCCC(C(=O)c3cccc(C(F)(F)F)c3)C2)CCC1=O (stereo unspecified)
→ -5% | 0% | -6% | -3% | -0.8% | u | -20% | 18% | 24
CCCCNS(=O)(=O)c1ccc(S(=O)(=O)NCc2ccncc2)cc1
→ -16% | -10% | -11% | 4% | -0.3% | i | 7.3µM* | -16% | u
O=C(CSc1nnnn1C1CCCC1)NCCc1ccccc1
→ u | -27% | -5% | -10% | 3.0% | i | u | 25% | -9
Cc1ccc(C2(C)NC(=O)N(CC(=O)Nc3ccccc3C(=O)NC3CCCC3)C2=O)cc1 (stereo unspecified)
→ -6% | -9% | 1% | 10% | 3.2% | i | 2% | 1% | 7
Cc1ccc(-c2nnc(Nc3ccc(Br)cc3)c3ccccc23)cc1S(=O)(=O)N1CCOCC1
→ 4% | u | -44% | x | -0.7% | i | x | 1% | x

Values run as follows: A549 tox | TGFb SMAD3 inh | HepG2 viability | MCF10A rereplic | Nrf2 activator | ATXN viability | Nrf2 block | ATXN2 expr inh | IL-1B inflam inh
Cn1cccc1Cc1nnc(SCC(=O)NCC2CCCO2)n1C (stereo unspecified)
→ -1% | 24% | 12% | -2% | -0.5% | u | u | x | 11
CCOC(=O)C1CCCN(C(=O)CCCn2nnnc2CN2CCOCC2)C1 (stereo unspecified)
→ 1% | -25% | 4% | 0% | -0.2% | i | 11% | 0% | 3
O=C(COCc1cc(-c2ccc(F)cc2)on1)Nc1cccc(Cl)c1Cl
→ -17% | 24% | -23% | x | 5.6% | x | -6% | x | x
CCc1ccc(NC(=S)NC2CC3CCCC(C2)N3Cc2cccs2)cc1 (stereo unspecified)
→ u | -16% | -15% | 0% | -0.6% | i | -26% | -36% | -90*
Cc1ccc(-c2noc(-c3ccccc3NC(=O)C3CC(=O)N(c4ccc(C)cc4)C3)n2)cc1 (stereo unspecified)
→ 4% | 6% | 16% | x | 4.5% | i | 17% | 20% | x
Cc1[nH]nc2c1C(c1ccc(F)cc1)C1=C(CC(C)(C)CC1=O)N2 (stereo unspecified)
→ u | 0% | 0% | -1% | 0.1% | i | 12% | -9% | 56
O=C(NCCC1=CCCCC1)c1cc(S(=O)(=O)N2CCOCC2)c(Cl)cc1Cl
→ -12% | -19% | -2% | u | -0.2% | u | -18% | -15% | -1
CCN(CC)CCNC(=O)CN1N=C(c2ccc(OC)cc2)CCC1=O
→ 2% | -13% | 1% | x | 0.2% | x | x | x | x
Cc1ccc(N2CCN(S(=O)(=O)c3ccc4oc(=O)ccc4c3)CC2)c(C)c1
→ 3% | -16% | 0% | -19% | 2.5% | i | u | -16% | -9
CC(=O)c1cccc(NC(=O)COC(=O)c2ccc(S(C)(=O)=O)c([N+](=O)[O-])c2)c1
→ 1%&9% | 10µM* | -105%&-94% | 2.6µM* | 8.8% | i | -3%&25% | 18% | -89*
COc1ccc(CCNC(=O)CSc2cccc3cccnc23)cc1OC
→ 12% | -15% | -10% | -31%[inhibitor] | 1.5% | i | -9% | 6% | -98*
CCCNC(=O)NC(C(=O)OC)C12CC3CC(CC(C3)C1)C2 (stereo unspecified)
→ 2% | -9% | -36% | -12% | 0.3% | i | x | -4% | -1
COCCn1c(SCC(=O)Nc2ccccc2OC)nc2c([nH]c3ccccc32)c1=O
→ -5% | -1% | -6% | u | 3.3% | u | -23% | 5% | 0
O=C(O)c1cc(S(=O)(=O)O)cc(Nc2c3ccccc3nc3ccccc23)c1O
→ -4% | 7% | -8% | -15% | 2.5% | u | 2% | -3% | 3
O=c1[nH]c(CN2CCN(c3ccc([N+](=O)[O-])cc3)CC2)nc2ccsc12
→ u | -45% | 6% | -3% | 4.2% | i | x | -23% | -2
COc1cccc(NC(=O)CSc2nnc(-c3cccc(OC)c3)o2)c1
→ -1% | 2% | -21% | x | 4.5% | i | u | 69%[activator] | x
O=C(COc1ccc(Cl)cc1)Nc1nnc(S(=O)(=O)N2CCc3ccccc32)s1
→ 2% | u | -31% | x | -0.3% | x | -9% | x | x
COc1cccc(NC(=S)N/N=C2\CC3CCC2(C)C3(C)C)c1 (stereo unspecified)
→ 20% | -19% | -14% | u | 5.1% | i | u | 64%[activator] | 73
CCOc1ccc(OCC)c(NC(=O)CCC(=O)N2CCOc3ccccc32)c1
→ -6% | 1% | -1% | x | 7.8% | i | -9% | -11% | x
COc1cc(NC(=O)NCc2ccncc2)cc(OC)c1OC
→ 3% | -1% | 0% | -3% | 0.1% | i | -15% | 7% | -1

Values run as follows: A549 tox | TGFb SMAD3 inh | HepG2 viability | MCF10A rereplic | Nrf2 activator | ATXN viability | Nrf2 block | ATXN2 expr inh | IL-1B inflam inh
Fc1cnc(N2CCOCC2)nc1N1CCc2ccccc21
→ 22% | 77%[activator] | -41% | 10% | 7.0% | i | 29% | 24% | -10
N#Cc1ccccc1NC(=O)COC(=O)c1ccc2c(c1)OCO2
→ 1% | -3% | -3% | -7% | 4.0% | i | 24% | x | 3
Cc1nc(CN(C)Cc2nc(Cc3ccccc3Cl)no2)cs1
→ -11% | -2% | 5% | 2% | -0.3% | i | 0% | x | 9
O=C(/C=C/c1ccco1)Nc1ccc(C(=O)N2CCOCC2)cc1
→ 6% | 5% | -2% | 0% | 11% | i | 28% | 7% | -11
N#CCCN(CCN1CCCC1)S(=O)(=O)c1ccc(-c2ccc([N+](=O)[O-])cc2)cc1
→ -3% | -13% | -2% | 2% | -0.2% | i | -4% | -10% | 26
Cc1ccc(NC(=O)COC(=O)C2CC2)cc1S(=O)(=O)N1CCOCC1
→ 0% | 4% | -3% | -5% | -0.7% | i | 9% | 9% | 12
COc1cccc(C(CCc2cc(OC)c(OC)c(OC)c2)NC(C)=O)c1 (stereo unspecified)
→ -12% | -1% | 2% | 1% | -0.4% | i | 3% | -2% | 22
Cc1ccc(S(=O)(=O)NCc2ccc(C(=O)NCCCN3CCN(C)CC3)cc2)cc1
→ -3% | -1% | -1% | 2% | -0.3% | i | u | -4% | -2
Nc1ccc(C(=O)OCC(=O)Nc2ccc([N+](=O)[O-])cc2C(F)(F)F)cc1
→ 5% | -5% | -19% | 6% | 0.7% | i | -5% | -4% | -23
COc1cc(NC(=O)CSc2nc3ncnc(N)c3[nH]2)c(C(=O)O)cc1OC
→ -1% | -2% | -11% | 1% | -0.3% | i | -12% | 7% | 9
COCCCNC1=C(Cl)C(=O)c2ccccc2C1=O
→ -14% | u | -71% | u | -1.7% | i | 26µM* | u | -7

Another view of part of the listing above:
canonical_smiles: CCOc1ccc(OCC)c(NC(=O)CCC(=O)N2CCOc3ccccc32)c1
  A549 tox: -6%
  TGFb SMAD3 inh: 1%
  HepG2 viability: -1%
  MCF10A rereplic: x
  Nrf2 activator: 7.8%
  ATXN viability: i
  Nrf2 block: -9%
  ATXN2 expr inh: -11%
  IL-1B inflam inh: x

canonical_smiles: COc1cc(NC(=O)NCc2ccncc2)cc(OC)c1OC
  A549 tox: 3%
  TGFb SMAD3 inh: -1%
  HepG2 viability: 0%
  MCF10A rereplic: -3%
  Nrf2 activator: 0.1%
  ATXN viability: i
  Nrf2 block: -15%
  ATXN2 expr inh: 7%
  IL-1B inflam inh: -1

Assay outcomes (PubChem BioAssay)

Rows are unselected; overall some 8.8% were active at least once.
